Assay outcomes deposited in PubChem BioAssay by Sanford-Burnham Center for Chemical Genomics.
APJ antagonist – blocks the human apelin receptor APJ; CHO-K1 APJ beta-arrestin complementation, luminescence; inhibition, % at 20 µM; 0.32% of 330,000 active; AID 2521;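 active = inhibition above about 40% at 20 µM, limit read from the data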;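 also: cells challenged with 10 nM apelin-13 agonist together with compound; plate controls were apelin-13 plus DMSO wells for no effect and DMSO wells lacking apelin-13 for full effect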
Target sequence (P35414 whole entry, looked up): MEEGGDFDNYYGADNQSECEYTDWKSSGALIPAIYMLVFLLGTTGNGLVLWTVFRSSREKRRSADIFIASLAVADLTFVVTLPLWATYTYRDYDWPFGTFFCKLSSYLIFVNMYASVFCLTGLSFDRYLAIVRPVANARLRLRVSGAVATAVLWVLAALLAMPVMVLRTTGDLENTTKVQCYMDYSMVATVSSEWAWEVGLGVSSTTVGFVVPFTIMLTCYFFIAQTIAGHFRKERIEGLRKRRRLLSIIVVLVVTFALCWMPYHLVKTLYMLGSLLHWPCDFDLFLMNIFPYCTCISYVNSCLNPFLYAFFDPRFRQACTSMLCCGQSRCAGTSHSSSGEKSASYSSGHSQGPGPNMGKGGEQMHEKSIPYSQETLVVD
EBI2 block – antagonists of human EBI2 receptor; P32249; EBI2 beta-arrestin recruitment, luminescence, 7a,25-OHC stimulated; inhibition, % at 5 µM; 0.81% of 360,000 active; in the data active = inhibition above about 38%;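 also: enzyme fragment complementation signal reports receptor beta-arrestin coupling in cells; 0% = agonist plus DMSO wells and 100% = wells without agonist; some results beyond the cut were filed as inactive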
Target sequence (P32249 whole entry, looked up, the tested form may be a part): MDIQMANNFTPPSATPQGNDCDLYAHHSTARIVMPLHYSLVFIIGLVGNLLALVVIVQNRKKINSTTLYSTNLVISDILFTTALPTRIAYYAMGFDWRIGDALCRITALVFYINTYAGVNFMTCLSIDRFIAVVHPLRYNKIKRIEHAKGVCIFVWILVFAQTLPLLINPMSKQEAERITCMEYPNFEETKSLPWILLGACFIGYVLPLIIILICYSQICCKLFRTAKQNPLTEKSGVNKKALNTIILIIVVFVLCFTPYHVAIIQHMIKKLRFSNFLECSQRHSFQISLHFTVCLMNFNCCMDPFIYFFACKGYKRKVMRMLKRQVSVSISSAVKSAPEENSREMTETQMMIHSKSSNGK
Jurkat NFkB inh – lowers PMA/ionomycin-induced NF-kB signal in Jurkat cells; PMA/ionomycin-induced NF-kB luciferase reporter, luminescence; 0.53% of 330,000 active; inhibition, % at 4 µM; in the data active = inhibition above about 50%
Gli-Sufu block – blocks Gli-Sufu signaling in a luciferase reporter; Sufu-KO-LIGHT fibroblasts, Gli luciferase reporter luminescence; inhibition, % at 5 µM; 0.74% of 340,000 active; AID 588413;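 active = inhibition above about 55%, limit read from the data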;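 also: 0% = DMSO-treated cells and 100% = wells with medium but no cells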
CXCR6 block – CXCR6 (human) receptor inhibition | 0.36% of 360,000 active | CHO-K1 PathHunter CXCR6 beta-arrestin, luminescence | O00574 | inhibition, % at 20 µM; in the data active = inhibition above about 34%, passing the limit was not always enough;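 also: antagonist mode with CXCL16 agonist at 10 nM final; 0% = 10 nM CXCL16 with DMSO and 100% = unstimulated wells without agonist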
Target sequence (O00574 whole entry, looked up): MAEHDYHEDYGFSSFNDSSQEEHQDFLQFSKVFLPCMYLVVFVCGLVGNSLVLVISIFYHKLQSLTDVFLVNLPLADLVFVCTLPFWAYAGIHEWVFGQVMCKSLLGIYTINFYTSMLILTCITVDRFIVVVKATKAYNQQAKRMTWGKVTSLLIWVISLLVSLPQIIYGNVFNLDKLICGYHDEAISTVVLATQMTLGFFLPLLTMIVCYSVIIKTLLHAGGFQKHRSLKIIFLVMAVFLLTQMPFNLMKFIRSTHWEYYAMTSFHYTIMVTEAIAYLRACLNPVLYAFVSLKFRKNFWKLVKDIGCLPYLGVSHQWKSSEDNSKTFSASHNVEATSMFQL
UBC13 polyUb – blocks human UBC13 polyubiquitin chain formation; inhibition, % at 20 µM; 0.47% of 330,000 active; AID 485273; TR-FRET; P61088; in the data active = inhibition above about 45%, passing the limit was not always enough
697 NFkB inh – inhibitors of the PMA/ionomycin-induced NF-kB reporter in 697 B cells. 0.33% of 330,000 active. 697 B-cell NF-kB luciferase reporter, 16 h. inhibition, % at 4 µM; in the data active = inhibition above about 35%
CCR6 antagonist – blocks CCL20-driven beta-arrestin recruitment at human CCR6; P51684; CHO-K1 CCR6 PathHunter beta-arrestin, luminescence, CCL20-stimulated; inhibition, % at 20 µM; 0.49% of 340,000 active;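 active = compounds whose inhibition of the agonist-driven luminescence signal at 20 µM reaches about 50%, limit read from the data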;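 also: cells stimulated with CCL20 at 14 nM final; plate controls were DMSO with CCL20 for no effect and DMSO without agonist for full effect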
* = called active by the depositor; . = no result given.

SMILES	APJ antagonist	EBI2 block	Jurkat NFkB inh	Gli-Sufu block	CXCR6 block	UBC13 polyUb	697 NFkB inh	CCR6 antagonist
CCOc1cc(C)c(S(=O)(=O)Nc2ccc(F)cc2)cc1C	-15	7	-7	9	-6	6	-2	0
Cc1c(NC(=O)c2cccc(-c3cc4ccccc4oc3=O)c2)cccc1-c1nc2ncccc2o1	-6	-3	-11	-13	9	9	-65	8
O=C(COc1ccccc1Cl)NCCc1ccc2c(c1)OCCO2	8	-11	-22	-4	9	11	-6	-5
CC(=O)Nc1ccc(N=NC2C(=O)N(C(N)=S)N=C2C)cc1 (stereo unspecified)	23	-18	0	5	13	-82	-35	13
CCOC(=O)C1=C(c2ccccc2)NC(=O)NC1c1cc(Br)c(O)c(OC)c1 (stereo unspecified)	13	-3	-2	5	-4	-1	4	18
CCSc1nc(-c2cccs2)nc2ccccc12	-8	-2	-13	-8	3	-17	-2	15
CCN1CC=C2C(C#N)=C(N)C(C#N)(C#N)C(c3cc(Cl)ccc3Cl)C2C1 (stereo unspecified)	.	18	.	-7	28	.	.	48
CS(=O)(=O)N1CCC(Oc2ccccc2C(=O)N2CCN(CC3CC3)CC2)CC1	4	-6	1	10	-8	1	-1	1
CCOC(=O)N1CCC(NC(=O)CC2C(=O)NCCN2Cc2ccc(C)cc2)CC1 (stereo unspecified)	-10	2	1	-4	5	-2	8	10
Cc1ccnc(NS(=O)(=O)c2ccc(NC(=O)c3ccc(N4C(=O)CCC4=O)cc3)cc2)n1	-19	-18	-19	19	6	-13	-3	4
CCCc1cc(=O)oc2cc(OCC(=O)NC(Cc3c[nH]c4ccc(O)cc34)C(=O)O)c(Cl)cc12 (stereo unspecified)	-11	-4	3	1	-1	-13	-3	-8
COC(=O)CC1C(=O)NCCN1C(=S)NC(=O)C(c1ccccc1)c1ccccc1 (stereo unspecified)	-4	1	27	42	1	-11	-52	3
CCOC(=O)N1CCN(C(=O)CN(c2cc(Cl)ccc2OC)S(=O)(=O)c2ccccc2)CC1	-21	4	-12	2	-3	-4	-43	23
Cc1ccc(Nc2c([N+](=O)[O-])c(=O)oc3ccccc23)cc1C	28	-11	-14	7	12	-7	-27	23
COc1ccc(CS(=O)(=O)CC(C)(O)c2ccc(Cl)cc2)cc1 (stereo unspecified)	-3	0	1	4	0	3	12	15
COc1cc(OC)c(OC)cc1CN1CCN(Cc2cccn2C)CC1	11	-2	-9	22	-4	-2	-7	-5
Cn1c(=O)n(C)c2cc([N+](=O)[O-])c(N3CCN(S(=O)(=O)c4ccccc4)CC3)cc21	-1	8	17	13	-2	-20	-2	13
NS(=O)(=O)c1ccc(CCNC(=O)COC(=O)COc2cccc(C(F)(F)F)c2)cc1	10	-8	3	-6	1	7	22	1
CCOc1ccc(C(=O)C[n+]2cccc3cc(C)ccc32)cc1	13	2	18	43	-13	6	-4	2
Cn1c(=O)c2c(nc(NNC(=O)C(F)(F)F)n2C)n(C)c1=O	-36	-11	-9	-6	6	-7	2	0
COc1cc(SC)ccc1C(=O)Nc1ccc2c(c1)OCCO2	-15	6	-154	-127	5	-4	-276	13
CCCCn1c(NCCO)nc2ccccc21	-38	-1	0	9	0	5	8	7
CCN(CC)Cc1ccc(OC)c(Cl)c1	16	9	12	4	2	5	-10	4
CCCOc1ccc(C(=O)N(CC(C)C)c2c(N)n(Cc3ccccc3)c(=O)[nH]c2=O)cc1	14	-2	4	-6	4	3	7	10
C/C(=N\NC(=O)c1c(Br)cnn1C)c1ccc(NC(=O)c2ccc(F)cc2)cc1	9	-2	-43	-13	-2	-17	-88	-2
CC(=O)Nc1cccc(NC(=O)Nc2ccc(C(C)=O)cc2)c1	1	0	-14	1	1	0	-1	5
Cc1cccc(NC(=O)c2cc(Cl)nc3ccccc23)c1	-2	-9	5	0	7	-1	-1	8
O=C(CSc1n[nH]c(-c2ccco2)n1)Nc1ccccc1F	-3	11	-2	-5	-3	5	20	7
O=C(c1ccccc1OCc1ccccc1Br)N1CCN(c2ncccn2)CC1	6	4	-7	11	0	3	-16	5
Oc1ccccc1N1CCN(C(=S)NCCc2ccccc2)CC1	-22	-5	-4	-5	-6	2	0	-2
CCn1c(/N=C/c2ccc(OC)cc2O)nc2ccccc21	8	2	-2	0	-12	-6	-33	-2
CC(C)Cc1nc(NCCN2CCOCC2)c(C#N)c2c1COC(C)(C)C2	-7	-5	-1	14	0	8	-2	8
O=c1[nH]c(/C=C\c2ccc(O)c(O)c2)nc(O)c1[N+](=O)[O-]	18	6	7	-22	24	-24	11	34
O=S1(=O)CCOC[C@H](Cc2ccccc2)N1Cc1cccc(C(F)(F)F)c1	-7	9	11	3	4	4	8	5
CC1CCN(C(=O)C2CCN(S(=O)(=O)c3cccc4nsnc34)CC2)CC1	7	-8	-2	-3	3	-3	1	7
Cc1onc(-c2ccccc2Cl)c1C(=O)N1CCC(C(N)=O)CC1	-3	4	-2	-13	0	4	9	10
COc1ccc(CCNC(=O)CC(=O)N/N=C/c2ccc(Br)cc2)cc1OC	-9	5	-10	.	-4	-8	-15	3
O=C(CNC(=O)c1ccccc1F)N/N=C/c1cn[nH]c1-c1ccccc1	5	-1	-7	.	-3	11	18	16
Cc1ccccc1NC(=O)C1CCCN(S(=O)(=O)c2ccc(-n3cnnn3)cc2)C1 (stereo unspecified)	4	-3	-12	-3	-15	2	11	-10
O=C(Cn1nnc(-c2ccccc2NC(=O)C2CC2)n1)NC1CCCCC1	6	1	-7	46	8	0	-2	3
O=C(NCc1ccccc1)c1cncc(Br)c1	0	0	9	-4	-9	-14	-1	4
CCOc1ccc(C(=O)C(C)OC(=O)c2nc(Cl)ccc2Cl)cc1 (stereo unspecified)	9	6	5	-25	-3	47*	9	10
Cc1cc(O)ccc1-c1cnc2ccccc2n1	3	4	-43	-10	4	-8	-19	6
Cc1ccc(S(=O)(=O)N(C)C[C@@H]2Oc3ccc(NS(C)(=O)=O)cc3CC(=O)N([C@H](C)CO)C[C@@H]2C)cc1	-5	4	4	-7	-3	-13	-3	2
CCOC(=O)C(c1ccccc1)C(Nc1ccc(F)cc1)c1ccccn1 (stereo unspecified)	11	22	7	1	8	6	23	20
CCN(C(=O)Cc1nc(N)n[nH]1)C1(C(=O)Nc2ccccc2)CCCCC1	-9	-7	2	-10	-1	-8	-8	-4
CCc1ccc(S(=O)(=O)Nc2c(NC3CCCCC3)c3ccccc3oc2=O)cc1	-2	4	8	-23	4	17	9	4
CC(=O)OC1COC(n2ccc3cc([N+](=O)[O-])ccc32)C(OC(C)=O)C1OC(C)=O (stereo unspecified)	0	9	-2	-2	-8	1	1	9
Cc1ccc(S(=O)(=O)N2CCC(NC(=O)c3cccc(C)c3)CC2)cc1	-15	-6	4	5	-2	-15	6	4
O=C(Nc1ccc(N2CCN(C(=O)c3ccco3)CC2)c(Cl)c1)c1cccs1	-4	10	-24	-3	-8	-6	5	-13
Further records follow:
SMILES	APJ antagonist	EBI2 block	Jurkat NFkB inh	Gli-Sufu block	CXCR6 block	UBC13 polyUb	697 NFkB inh	CCR6 antagonist
Cc1cc(NC(=O)CSc2nnnn2-c2ccc(C)c(C)c2)no1	2	-6	19	-11	0	-3	9	7
COc1ccc(S(=O)(=O)NC2CC2)cc1Cl	7	2	11	1	-5	6	7	5
CSc1cccc(NC(=O)CN(c2cccc(C)c2)S(C)(=O)=O)c1	5	-4	-6	-18	-3	12	14	15
O=C(CCSc1nc(-c2ccco2)cc(C(F)(F)F)n1)N1CCN(c2ccccc2)CC1	-10	26	-2	13	8	0	-1	23
CCN(CC(=O)Nc1ccc(OC)cc1)C(=O)c1ccc(N2C(=O)CCC2=O)cc1	6	9	4	-4	0	6	14	-8
Cc1ccc(-n2c(C)cc(-c3csc(N)n3)c2C)cc1	-16	-2	10	4	4	-17	-17	20
Cc1cccc(OCC(=O)NCCCNC(=O)c2ccccn2)c1	10	0	5	-21	-9	6	9	-5
O=C(COc1ccc(S(=O)(=O)N2CCCC2)cc1Cl)N1CCN(c2ccccc2)CC1	9	-4	-14	6	3	-2	8	8
CCOc1ccc(C2=Nn3c(nnc3-c3ccccc3OC)SC2)cc1	.	-12	.	51	22	.	.	26
CCOC(=O)N1CCC(NC(=O)c2ccc3c(c2)sc2nc(-c4ccccc4)cn23)CC1	-1	6	-17	-2	4	8	-50	-10
CN(Cc1cccs1)C(=O)/C=C/c1ccccc1[N+](=O)[O-]	-9	0	6	.	-4	-6	15	-6
COc1cc2c(cc1OC)CN(CC(=O)Nc1ccc(F)cc1F)CC2	-7	4	3	12	8	3	7	11
CCOc1nc(C)cc(C)c1S(=O)(=O)c1ccc(Cl)cc1	11	-6	5	-4	-1	13	3	20
CN(C(=O)COC(=O)CSc1ccc([N+](=O)[O-])cc1)C1CCS(=O)(=O)C1 (stereo unspecified)	-26	-3	7	-11	3	-10	11	6
CN1CCN(c2ccc(NC(=O)c3sc4ccccc4c3Cl)cc2)CC1	10	-1	-179	0	13	2	-176	23
COC(=O)CNC(=O)C1Cc2ccccc2CN1S(=O)(=O)c1ccc(F)cc1 (stereo unspecified)	4	-5	2	8	-12	-3	-44	13
CCc1nnc(NS(=O)(=O)c2ccc(NC(=O)c3cccc([N+](=O)[O-])c3)cc2)s1	-9	-4	2	-2	12	-7	9	7
Nc1nc(SCC(=O)Nc2ccccc2Sc2ccc(Cl)cc2)n[nH]1	13	-3	12	-9	5	12	-36	-2
COc1cc2c(c(OC)c1OC)-c1ccc(SC)c(=O)cc1C(NC(=O)C(F)(F)F)CC2 (stereo unspecified)	.	-7	.	51	-7	.	.	4
O=C(CSc1nnc2ccccn12)NNC(=O)c1ccc(F)cc1	-13	-17	-3	0	-9	-1	1	-15

Single values from the list:
`CN1CCN(c2ccc(NC(=O)c3sc4ccccc4c3Cl)cc2)CC1` in APJ antagonist is listed with 10
`CN(C(=O)COC(=O)CSc1ccc([N+](=O)[O-])cc1)C1CCS(=O)(=O)C1` (stereo unspecified) in UBC13 polyUb is listed with -10

(cont.)
SMILES	APJ antagonist	EBI2 block	Jurkat NFkB inh	Gli-Sufu block	CXCR6 block	UBC13 polyUb	697 NFkB inh	CCR6 antagonist
Cc1cc(Cl)ccc1N=c1ssnc1Cl	14	38*	3	3	14	-9	-6	39
CC(=O)c1ccc(-c2ccc(C(=O)NCC(c3ccc(F)cc3)N3CCOCC3)o2)cc1 (stereo unspecified)	-2	0	0	-3	1	1	-26	-4
O=C(c1cccc(OC2CCN(Cc3cccc(OCCO)c3)CC2)c1)N1CCCC1	9	-11	7	16	9	-1	-9	12
CCOc1ccc(CCNC(=O)c2cn(C)c3ccc(S(=O)(=O)N4CCOCC4)cc3c2=O)cc1OCC	3	-8	-2	-1	-2	8	6	19
O=C(CSc1nnc2c(n1)[nH]c1ccccc12)NCc1ccco1	2	0	-11	-1	-5	-26	-21	1
CN1C(=O)N(S(=O)(=O)c2ccc(F)c(F)c2F)C(=O)C1(C)C	-12	-3	-3	7	2	8	11	1
CCCNC(=O)C1CCN(c2ccc(S(=O)(=O)N3CCOCC3)cc2Cl)CC1	12	0	3	5	-4	-3	-4	-9
Cc1ccccc1C(=O)N1CCCN(C(=O)c2ccccc2C)CC1	-2	-5	-3	6	2	-1	0	1
CC(=O)N1CCN(C(=O)CSc2ncnc3sc(C)c(C)c23)CC1	7	-6	1	8	-6	9	11	8
O=c1c(C(c2ccc(Cl)cc2)c2c(O)nc3n(c2=O)CCCS3)c(O)nc2n1CCCS2	-2	-11	6	3	-12	-4	8	17
COc1ccc(C2c3c(-c4ccccc4)n[nH]c3C(=O)N2c2ccc(C(=O)O)cc2)cc1 (stereo unspecified)	14	0	2	7	-6	-5	14	8

Reformatted in markdown: entries from further up
| Compound | APJ antagonist | EBI2 block | Jurkat NFkB inh | Gli-Sufu block | CXCR6 block | UBC13 polyUb | 697 NFkB inh | CCR6 antagonist |
| --- | --- | --- | --- | --- | --- | --- | --- | --- |
| O=C(CSc1nnc2c(n1)[nH]c1ccccc12)NCc1ccco1 | 2 | 0 | -11 | -1 | -5 | -26 | -21 | 1 |
| CN1C(=O)N(S(=O)(=O)c2ccc(F)c(F)c2F)C(=O)C1(C)C | -12 | -3 | -3 | 7 | 2 | 8 | 11 | 1 |
| CCCNC(=O)C1CCN(c2ccc(S(=O)(=O)N3CCOCC3)cc2Cl)CC1 | 12 | 0 | 3 | 5 | -4 | -3 | -4 | -9 |
| Cc1ccccc1C(=O)N1CCCN(C(=O)c2ccccc2C)CC1 | -2 | -5 | -3 | 6 | 2 | -1 | 0 | 1 |
